bIAP inh: blocks bovine intestinal alkaline phosphatase activity; purified bovine IAP, CDP-star luminescence, 30 min; inhibition, % at 20 µM; 190,000 tested, under 10 active; AID 1019;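 active = over 50% inhibition of intestinal alkaline phosphatase at 20 µM in the single-dose screen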
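Incubation: 30 min reaction at room temperature / Material: purified bovine intestinal alkaline phosphatase (IAP) enzyme / Input: enzyme at 1/65,000,000 dilution / Dosing: 20 µM single dose / Signal: CDP-star luminescence signal / Reagent: CDP-star chemiluminescent phosphatase substrate, 30 µM final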
PPARg SRC-1 ag: agonists of human PPARgamma SRC-1 coactivator recruitment; PPARgamma-SRC-1 coactivator recruitment biochemical assay; AID 631; 200,000 tested, 0.41% active; activation, % at 8 µM; in the data active = activation above about 19%;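 note: 0% = DMSO and 100% = reference agonist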
Target sequence (P37231 whole entry, looked up): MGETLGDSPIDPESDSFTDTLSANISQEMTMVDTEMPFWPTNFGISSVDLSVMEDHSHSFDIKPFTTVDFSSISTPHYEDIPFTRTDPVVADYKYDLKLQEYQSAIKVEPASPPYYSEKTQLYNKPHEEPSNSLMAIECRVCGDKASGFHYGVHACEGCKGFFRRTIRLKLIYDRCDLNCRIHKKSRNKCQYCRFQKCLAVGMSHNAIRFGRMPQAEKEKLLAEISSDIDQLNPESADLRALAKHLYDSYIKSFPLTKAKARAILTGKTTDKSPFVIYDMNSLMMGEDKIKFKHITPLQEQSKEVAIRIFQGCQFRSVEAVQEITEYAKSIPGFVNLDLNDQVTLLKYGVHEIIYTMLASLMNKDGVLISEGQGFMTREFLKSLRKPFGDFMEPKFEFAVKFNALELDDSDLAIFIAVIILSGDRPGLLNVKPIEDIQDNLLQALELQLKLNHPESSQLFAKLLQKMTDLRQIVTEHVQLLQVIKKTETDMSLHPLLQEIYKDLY
S1P3 antag: S1P3 (human) receptor antagonism. Q99500. CHO S1P3 NFAT-BLA reporter, FRET fluorescence, antagonist mode. inhibition, % at 4.98 µM. 170,000 tested, 0.27% active. AID 485;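 active = inhibition above the plate cutoff, the mean inhibition of test wells on that plate plus 3 SD, cut at about 28% in these data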;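 note: cells challenged with S1P at its EC80 of 0.8 µM; blue over green emission ratio from cleaved BLA substrate after 4 h stimulation; 0% = S1P-stimulated wells and 100% = unstimulated DMSO-only wells; some compounds past the cut are filed as inactive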
Redox H2O2 prof: compounds producing H2O2 with reducing agent – biochemical, NIH compound library profiling, artefact control for MLSCN library redox annotation, primary screen; activation, % at 10 µM; 200,000 tested, 0.03% active; DTT-dependent redox cycling H2O2, phenol red/HRP absorbance; 100% = 100 µM peroxide control, 0% = buffer;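 active = activation of at least 50% relative to the plate's high and low controls in the primary single-dose screen; inactive = activation below 50%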;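 note: compound incubated with DTT at 0.8 mM final as the reducing agent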
TR-FRET SRC-2 ct: TR-FRET artefact, counter-screen to PPARgamma/SRC-2 agonist assay. stronger effect = higher value. TR-FRET ratio at 8 µM. 200,000 tested, 0.4% active; in the data active = TR-FRET ratio above about 2000; note: inactives centre near 1500; reference of the scale not given here
PPARg SRC2 recr: promotes SRC-2 coactivator recruitment by human PPARgamma; PPARgamma LBD-SRC-2 recruitment, biochemical; activation, % at 8 µM; 200,000 tested, 0.34% active; in the data active = activation above about 22%;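 note: 0% = vehicle and 100% = reference agonist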
RAM inhibit: inhibitors of the yeast RAM network. S. cerevisiae dse1pr::URA3 reporter, 5-FOA growth OD615, 2 d; analog-sensitive cbk1-as2 kinase mutant strain. AID 868. 190,000 tested, 1.8% active. inhibition, % at 50 µM;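 active = inhibition above a set limit, 3 SD over mean compound inhibition, cut at about 8.4% in these data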;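 note: 0% = DMSO-only wells with no growth and 100% = 10 µM 1-NA-PP1 full growth; inhibition rescues growth on 5-FOA so higher OD means more RAM inhibition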
PPARg SRC-3 ag: PPARgamma-driven SRC-3 recruitment agonism | P37231 | biochemical PPARgamma/SRC-3 coactivator recruitment assay | activation, % at 8 µM | 200,000 tested, 0.26% active; in the data active = activation above about 23%;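 note: 0% = DMSO and 100% = reference agonist; some compounds past the cut are filed as inactive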
Lmaj promast: reduces viability of Leishmania major promastigotes; resazurin fluorescence viability; 200,000 tested, 9% active; inhibition, % at 10 µM; in the data active = inhibition above about 50%;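 note: promastigotes grown with compound for 44 hours at 28 °C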
Efa HMGR inh: E. faecalis class II HMG-CoA reductase inhibition. purified E. faecalis HMGR, NADPH absorbance 340 nm kinetic. inhibition, % at 10 µM. 190,000 tested, 0.41% active;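 active = inhibition above a set limit, the median over all tested compounds plus 3 SD, cut at about 9.5% in these data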;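 note: enzyme runs in reverse so mevalonate oxidation gives rising NADPH absorbance; 0% = complete reaction with DMSO and 100% = background rate lacking mevalonate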
ROMK mod: modulators of human ROMK potassium channel; B-score at 10 µM; Tet-inducible ROMK, thallium flux fluorescence; actives lie on both sides; P48048; 130,000 tested, 2% active;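 active = signal ratio slope over the read window, or its plate-corrected B-score, at least 3 SD from the plate mean, either direction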;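 note: B-score of the F/F0 ratio slope over 7 to 12 s after thallium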
Target sequence (P48048 whole entry, looked up): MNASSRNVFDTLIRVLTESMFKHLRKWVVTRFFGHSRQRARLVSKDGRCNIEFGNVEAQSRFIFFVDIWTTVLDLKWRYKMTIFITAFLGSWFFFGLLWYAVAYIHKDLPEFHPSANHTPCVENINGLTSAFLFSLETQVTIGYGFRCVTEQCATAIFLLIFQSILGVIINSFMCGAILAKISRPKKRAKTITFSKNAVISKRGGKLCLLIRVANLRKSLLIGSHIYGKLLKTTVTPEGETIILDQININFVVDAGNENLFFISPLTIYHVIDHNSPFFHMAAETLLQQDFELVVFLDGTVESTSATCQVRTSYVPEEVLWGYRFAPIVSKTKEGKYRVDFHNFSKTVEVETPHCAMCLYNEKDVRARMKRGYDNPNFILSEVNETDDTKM
Numbers without * were called inactive; · = no result given. Random draw from the library; about 13% have a hit in one of these screens.

SMILES	bIAP inh	PPARg SRC-1 ag	S1P3 antag	Redox H2O2 prof	TR-FRET SRC-2 ct	PPARg SRC2 recr	RAM inhibit	PPARg SRC-3 ag	Lmaj promast	Efa HMGR inh	ROMK mod
O=C(CCCn1c(=O)[nH]c2ccsc2c1=O)N1CCCCC1	4	-4	·	1.2	1604	-4	-1.2	0	-2	-2	·
COc1ccc(Nc2nc(CC(C)=O)ns2)cc1	4	6	·	1.1	1887	13	0.2	0	-3	-4	-0.022
COc1cc(CNCc2cccs2)ccc1OCc1ccccc1	-2	3	·	-8.4	1541	3	-0.1	1	99*	·	·
CCOC(=O)C1(Cc2ccccc2)CCCN(Cc2ccc(OCC)c(CO)c2)C1 (stereo not drawn)	0	4	-1	0.1	1587	8	2.1	0	2	-9	-0.34
CCCc1nnc(NC(=O)CCC(=O)NCCc2ccc(OC)c(OC)c2)s1	18	-5	-27	0.0	1573	0	0.4	-4	3	4	·
Cc1ccc(CNC(=O)CSc2nc(N3CCCCC3)nc(N3CCCCC3)n2)cc1	-2	12	31	4.2	1530	-1	5.0	-4	5	3	·
COC(=O)NNC(=O)CCCOc1ccc(Cl)cc1Cl	4	4	-20	-0.5	1739	3	0.4	4	-3	-1	0.39
Cc1cccc(CN2CCN(C(c3ccccc3)c3ccc(Cl)cc3)CC2)c1 (stereo not drawn)	8	7	8	4.3	1519	3	-1.4	2	63*	-8	·
O=C(c1ccco1)N(Cc1ccc([N+](=O)[O-])cc1)c1ccc(Br)cc1	11	-6	·	2.5	1506	-2	8.4*	-5	31	-3	·
COc1cc2[nH]c(=S)n(Cc3ccc(F)cc3)c(=O)c2cc1OC	9	5	-22	0.2	1722	13	1.0	3	-5	-8	0.66
Cc1cc(=O)oc2cc(Oc3ncccn3)ccc12	8	3	-3	2.8	1574	-2	0.0	-1	-2	-11	·
COc1ccc(CCNC(=O)COC(=O)c2ccc[nH]c2=O)cc1	10	3	·	0.2	1645	12	1.4	-9	-2	-2	-0.084
N#C/C(=C\c1cn[nH]c1-c1ccccc1Br)C(=O)O	-3	-1	-11	-1.7	1582	2	0.0	-3	1	-6	-0.46
C=CCN1C(=O)/C(=C2\SC(N3CCOCC3)=NC2=O)c2cc(Br)ccc21	10	14	5	3.0	1551	4	1.1	10	6	-2	·
O=C(NCc1ccccc1Cl)c1ccc(Br)o1	-1	-4	6	0.1	1529	2	1.7	1	5	-4	-0.0012
CC(C)(C)Cc1nnc(NS(=O)(=O)c2ccc(F)cc2)s1	5	10	-13	2.2	1617	6	0.9	5	6	-10	·
CCNC(=S)N1CCN(S(=O)(=O)c2cccc(C(F)(F)F)c2)CC1	18	-2	-2	0.5	1540	0	2.7	1	-3	-2	-0.23
Cn1nc(-c2ccc(C(=O)NCC3CCCO3)cc2)c2ccccc2c1=O (stereo not drawn)	0	0	-1	4.5	1518	-6	·	4	-2	·	·
NC(N)=N/N=C/c1ccc(OCc2ccc(Cl)cc2Cl)cc1	12	-2	·	1.3	1576	7	0.7	-3	101*	-4	·
Cc1ccccc1C(=O)c1cccn1CC(=O)NCCCN1CCc2ccccc2C1	-8	6	-7	0.0	1618	10	0.9	2	18	-1	0.068
CC(=O)Nc1sc2c(c1C(c1cccc(Cl)c1)N1CCN(CCO)CC1)CCCC2 (stereo not drawn)	-16	6	3	-1.7	1494	2	0.2	-1	43	-1	-0.61
Cn1c(NC(=O)C[n+]2cc(-c3ccc(Cl)c(Cl)c3)n3c2CCC3)cc(=O)n(C)c1=O	17	3	5	0.0	1686	-5	0.6	2	88*	0	0.079
CCOC(=O)C(C)Oc1cc(Cl)c(C=O)cc1OC (stereo not drawn)	2	0	-10	-0.1	1525	6	1.7	8	-2	-7	0.28
CCCCS(=O)(=O)NC1=NCN(CC)CN1	0	13	·	-1.3	1577	5	1.6	1	-4	-8	·
O=C(Nc1c(C(=O)Nc2cccc(F)c2)oc2ccccc12)c1ccc2c(c1)OCO2	3	4	35	-1.5	1639	-3	6.5	6	-3	-7	-0.11
CCOc1ccc(NC(=S)Nc2ccc(OC(F)(F)F)cc2)cc1	0	-1	·	3.6	1489	-4	1.6	0	-2	0	·
CC1(C)OC(=O)C(=CNCC(O)c2ccccc2)C(=O)O1 (stereo not drawn)	7	6	-4	-0.8	1548	-6	2.4	-3	-4	0	·
CSc1nc2ccc(S(=O)(=O)Nc3c(C)n(C)n(-c4ccccc4)c3=O)cc2s1	4	-2	-3	1.1	1533	9	3.2	-7	9	-1	·
Cc1cc(C)n2c(SCCC(C)C)nnc2n1	3	0	·	-0.6	1350	-3	0.4	-9	21	4	·
COc1ccc(OC)c(NC(=O)CCNS(=O)(=O)c2ccc3c(c2)oc(=O)n3C)c1	17	6	8	0.6	1624	8	0.5	-2	-4	-1	0.47

Record cards (already shown):
Cc1ccccc1C(=O)c1cccn1CC(=O)NCCCN1CCc2ccccc2C1 is listed as bIAP inh: -8; PPARg SRC-1 ag: 6; S1P3 antag: -7; Redox H2O2 prof: 0.0; TR-FRET SRC-2 ct: 1618; PPARg SRC2 recr: 10; RAM inhibit: 0.9; PPARg SRC-3 ag: 2; Lmaj promast: 18; Efa HMGR inh: -1; ROMK mod: 0.068
CC(=O)Nc1sc2c(c1C(c1cccc(Cl)c1)N1CCN(CCO)CC1)CCCC2 (stereo not drawn) is listed as bIAP inh: -16; PPARg SRC-1 ag: 6; S1P3 antag: 3; Redox H2O2 prof: -1.7; TR-FRET SRC-2 ct: 1494; PPARg SRC2 recr: 2; RAM inhibit: 0.2; PPARg SRC-3 ag: -1; Lmaj promast: 43; Efa HMGR inh: -1; ROMK mod: -0.61

(next part)
SMILES	bIAP inh	PPARg SRC-1 ag	S1P3 antag	Redox H2O2 prof	TR-FRET SRC-2 ct	PPARg SRC2 recr	RAM inhibit	PPARg SRC-3 ag	Lmaj promast	Efa HMGR inh	ROMK mod
CCCCC(CC)CNC(=O)c1[nH]c(C)c(C(C)=O)c1C (stereo not drawn)	4	2	1	-1.1	1769	1	-0.9	3	-3	-5	·
O=S1(=O)CCN2C(=N1)Sc1c2ccc2c1CCCC2	9	-2	-20	-0.5	1618	-6	1.7	-9	26	-3	·
Cc1ccc(/C=C2/NC(=O)N(Cc3ccccc3)C2=O)o1	6	-6	5	0.0	1338	-7	1.2	-3	-4	-5	·
CCCNc1nc(-c2ccccc2)c(C(=O)OCC)cc1C#N	11	-2	·	1.0	1585	9	2.0	6	21	-5	·
O=C(Nc1ccc(Br)cn1)c1ccc([N+](=O)[O-])o1	-1	1	4	-1.5	1542	0	-1.0	9	100*	-8	-1.9
COc1cc(C(=O)N2CCN(C(=O)Cc3ccccc3)CC2)cc(OC)c1OC	0	5	-40	1.9	1571	-6	0.6	4	-5	-7	1
Fc1cccc(CSc2ccc3nnc(-c4ccccn4)n3n2)c1	4	-2	-17	0.0	1474	2	-0.5	4	4	1	-0.033
COc1cc(/C=C/C(=O)NC(C)(C)C)ccc1OCc1ccccc1	11	4	23	0.0	1593	1	1.2	0	12	-2	-0.45
N=c1c2c(n(Cc3ccc(Cl)c(Cl)c3)c3c1CCC3)CCCC2	-14	3	19	-3.0	1489	5	1.3	12	100*	3	·
Cc1ccc(N=Cc2ccc(N(C)C)cc2)cc1	8	2	·	3.1	1570	5	0.5	-2	-2	-1	·
Cc1cccc(NC(=S)N2CCN(c3cc(C)ccc3C)CC2)c1	-6	12	-1	-0.6	1659	-6	1.6	3	80*	-6	0.14
CCC(=O)Nc1cccc(NC(=O)CSc2nnc(-c3ccc(NS(C)(=O)=O)cc3)n2CC)c1	2	-4	·	0.0	1554	9	1.5	5	-2	1	-0.053
CC(C)(C)NC(=O)C(c1c[nH]c2ccccc12)N(C(=O)Cn1nnc(-c2ccc(Cl)cc2)n1)c1ccccc1F (stereo not drawn)	-16	0	-7	0.9	1560	6	3.9	4	51*	-7	-0.22
O=[N+]([O-])c1ccc(OS(=O)(=O)Cc2ccccc2)cc1	27	10	-7	0.2	1775	0	-0.4	2	-6	-2	-1.5
CCc1nnc(NC(=O)c2ccc(NS(=O)(=O)c3ccccc3)cc2)s1	-11	11	-12	0.7	1383	13	2.6	-3	-7	-1	-0.91
CCOC(=O)C(C)Sc1ccc2nnc(-c3ccc(F)cc3)n2n1 (stereo not drawn)	-5	5	-19	0.5	1895	5	0.9	13	7	1	-1.5
CCC1CCCCN1CCNS(=O)(=O)c1ccc2c(c1)oc(=O)n2C (stereo not drawn)	11	3	-58	-0.2	1623	-1	-0.5	12	-4	1	·
Cc1ccccc1CN1CCN(S(=O)(=O)c2cccs2)CC1	11	9	2	-1.4	1525	18	0.0	2	44	0	-0.69
O=C(/C=C/NNC(=O)c1cccc(Br)c1)c1cccc(Br)c1	26	-6	·	0.3	1527	3	2.0	-8	-4	0	0.013
COc1cccc(OC)c1C(=O)NC(=S)NCc1ccccc1	-3	5	-8	0.4	1365	-3	1.7	-1	3	-10	-0.62
CC(C)CC1=C/C(=C/c2ccc(-c3ccccc3)o2)C(=O)O1	10	-3	1	0.3	1346	2	0.7	0	-2	-3	0.2
COc1ccc(NC(=S)N2CCNC(=O)C2CC(=O)Nc2cccc(Cl)c2C)cc1 (stereo not drawn)	19	0	-15	-0.1	1673	6	3.0	3	52*	-2	-0.69
NS(=O)(=O)c1ccc(CCNC2CC(=O)N(CCc3ccccc3)C2=O)cc1 (stereo not drawn)	4	17	2	-1.2	1682	6	2.0	6	-4	-2	-0.91
O=C(CS(=O)(=O)c1ccccc1)N1CCc2ccccc21	6	0	-12	-0.1	1581	-1	1.7	2	-2	-4	-0.34
O=C1NC(=NCc2ccccc2)S/C1=C/c1ccc(O)cc1	-4	8	19	-0.3	1733	8	7.5	1	63*	-6	·
C#CCN(Cc1ccco1)C(=O)c1cc(COc2ccc(F)cc2Cl)on1	14	9	8	-0.5	1550	9	6.5	2	1	1	·
COc1cccc(N2CCN(c3c4c(nc5ncnn35)CCC4)CC2)c1	3	9	·	0.2	1545	9	0.9	-1	2	2	·
CCC(C)NS(=O)(=O)c1ccc(S(=O)(=O)N2CC=C(c3ccc(F)cc3)CC2)cc1 (stereo not drawn)	-8	-6	17	-0.1	1418	-7	4.3	-7	36	-1	-1.4
Cc1ccc2nsnc2c1NC(=O)CCl	10	-6	12	-0.4	1573	-2	1.0	1	5	-7	-13*
COC(=O)C(C(=O)OC)N1C(=O)CCC1=O	2	0	-24	-2.7	1694	7	1.6	9	-4	-4	·
O=C(O)c1ccc(N2CCS(=O)(=O)CC2)cc1	-2	5	-5	-0.8	1486	-4	0.5	2	-3	-5	0.11
CC(=O)N1CCN(S(=O)(=O)c2ccc(C)c([N+](=O)[O-])c2)C1C(C)C (stereo not drawn)	1	5	14	0.0	1579	9	0.7	3	-8	16*	-0.072
C/C(=N\Nc1ccc(Cl)cc1)c1c(O)cc(C)oc1=O	-10	-2	6	-0.1	1601	4	-0.8	4	-4	2	0.55

High-throughput results deposited in PubChem by several laboratories.
